Source: PubChem (The Scripps Research Institute Molecular Screening Center)
IDE inh: human IDE inhibitors in live cells, primary screen, fluorescence polarization, HEK cells, FAbetaB substrate | Insulin-degrading enzyme (Homo sapiens), P14735 | FAbetaB cleavage | inhibition, % at 5.59 µM | hit rate 0.41% among 320,000 | AID 434962, 2010;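 active = percent inhibition above the average of all tested compounds plus 3 SD, set per screening campaign, cut at about 16% in these data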;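 note: IDE supplied by intact live HEK cells; FP after avidin binding of uncleaved biotin substrate so inhibition keeps polarization high; 0% = DMSO wells and 100% = 60 µM reference IDE inhibitor Ii1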
Target sequence (P14735 whole entry, looked up): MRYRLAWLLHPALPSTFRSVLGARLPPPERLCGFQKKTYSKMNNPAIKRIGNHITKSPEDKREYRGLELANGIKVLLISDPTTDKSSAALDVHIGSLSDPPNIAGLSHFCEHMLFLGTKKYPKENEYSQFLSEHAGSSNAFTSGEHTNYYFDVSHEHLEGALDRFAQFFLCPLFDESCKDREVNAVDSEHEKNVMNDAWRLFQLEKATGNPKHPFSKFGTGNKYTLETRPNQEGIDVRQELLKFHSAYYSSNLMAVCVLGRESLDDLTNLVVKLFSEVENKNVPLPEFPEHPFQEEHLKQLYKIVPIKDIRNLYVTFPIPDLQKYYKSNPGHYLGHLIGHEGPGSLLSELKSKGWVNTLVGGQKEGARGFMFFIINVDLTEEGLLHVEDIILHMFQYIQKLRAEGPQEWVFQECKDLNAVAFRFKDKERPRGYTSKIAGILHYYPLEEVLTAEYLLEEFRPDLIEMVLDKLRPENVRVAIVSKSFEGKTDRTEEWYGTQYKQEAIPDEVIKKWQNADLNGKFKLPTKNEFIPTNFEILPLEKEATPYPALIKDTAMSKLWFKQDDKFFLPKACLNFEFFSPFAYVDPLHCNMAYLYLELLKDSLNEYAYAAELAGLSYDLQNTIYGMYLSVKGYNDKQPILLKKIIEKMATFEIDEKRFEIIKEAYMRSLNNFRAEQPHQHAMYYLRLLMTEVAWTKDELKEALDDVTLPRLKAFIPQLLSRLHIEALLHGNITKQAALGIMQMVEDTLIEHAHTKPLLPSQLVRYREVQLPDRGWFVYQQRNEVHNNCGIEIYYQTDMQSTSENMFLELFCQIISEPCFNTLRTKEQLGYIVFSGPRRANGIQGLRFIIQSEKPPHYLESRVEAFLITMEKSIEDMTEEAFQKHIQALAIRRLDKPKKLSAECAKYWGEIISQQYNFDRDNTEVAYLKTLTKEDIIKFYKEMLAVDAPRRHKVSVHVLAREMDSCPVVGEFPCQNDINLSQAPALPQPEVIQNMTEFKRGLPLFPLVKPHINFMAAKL
IDE act: human IDE activators in live cells, primary screen, fluorescence polarization, HEK cells, FAbeta-B substrate; activation, % at 5.96 µM; AID 493087, 2011; hit rate 0.073% among 340,000; Insulin-degrading enzyme (Homo sapiens), P14735; FAbeta-B cleavage; 0% vehicle, 100% cell-free pure enzyme wells;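 active = activation above the mean of all tested compounds plus 3 SD, set per screening campaign, cut at about 17% in these data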
Numbers without * were called inactive. This is a subset (hit frequency here may not be typical).

IDE inh	IDE act	structure
-0.2	2.4	CC(=O)c1c(C)[nH]c(C(=O)OCc2cc(-c3ccco3)on2)c1C
-6.5	-0.4	Cc1cc(C(=O)Nc2cc(S(C)(=O)=O)ccc2Cl)no1
-2.2	6.5	COc1ccc(NS(=O)(=O)c2cccc(C(=O)NCc3ccccc3CN3CCCC3)c2)cc1
3.2	1.9	COc1cccc(NC(=O)CN(C)C(C)C(=O)N2CCCCC2)c1 (stereo not drawn)
4.9	4.2	O=C(C[C@H]1C/C=C\CC[C@@H](Cc2ccc(F)cc2)C(=O)OC[C@H]2CCCN2C1=O)N[C@@H](CO)Cc1ccccc1
5.2	3.7	O=C(NN1CCOCC1)c1ccccc1NS(=O)(=O)c1ccc(F)cc1F
-0.6	1.0	CN(C)S(=O)(=O)c1cccc(NC(=O)c2ccc(S(=O)(=O)N3CCCC3)cc2)c1
5.9	0.5	CCCN(C(=O)COC(=O)COc1c(C)cccc1C)c1c(N)n(Cc2ccccc2)c(=O)[nH]c1=O
6.7	6.7	CNC(=O)c1c(NC(=O)CS(=O)(=O)c2ccccc2)sc(C)c1C
2.0	-4.6	Cc1ccc(OCCCC(=O)NNC(=O)c2ccccn2)cc1
-10.5	1.4	O=C1CCc2cc(S(=O)(=O)Nc3ccccc3)cc3c2N1CCC3
2.2	-1.7	CCOc1ccc(OCCC(=O)OCC(=O)N2CCN(c3ccc(OC)cc3)CC2)cc1
0.8	7.1	Cc1c(N(C)CS(=O)(=O)O)c(=O)n(-c2ccccc2)n1C
-4.1	4.5	CCCC(=O)N1CCN(c2ccc(NC(=O)c3ccc(N4CCCC4)c([N+](=O)[O-])c3)cc2Cl)CC1
1.9	1.0	CC1CC1C(=O)N(C)CC(=O)Nc1ccc(Cl)c(C(F)(F)F)c1 (stereo not drawn)

Grouped by structure: the compounds so far containing four or more nitrogen atoms
IDE inh	IDE act	structure
5.9	0.5	CCCN(C(=O)COC(=O)COc1c(C)cccc1C)c1c(N)n(Cc2ccccc2)c(=O)[nH]c1=O
-4.1	4.5	CCCC(=O)N1CCN(c2ccc(NC(=O)c3ccc(N4CCCC4)c([N+](=O)[O-])c3)cc2Cl)CC1

Sorted by value in IDE act (lowest first): three of the compounds above.
IDE inh	IDE act	structure
2.0	-4.6	Cc1ccc(OCCCC(=O)NNC(=O)c2ccccn2)cc1
5.2	3.7	O=C(NN1CCOCC1)c1ccccc1NS(=O)(=O)c1ccc(F)cc1F
-2.2	6.5	COc1ccc(NS(=O)(=O)c2cccc(C(=O)NCc3ccccc3CN3CCCC3)c2)cc1

Remaining list, next part:
IDE inh	IDE act	structure
-1.3	5.0	Cc1ccc(C)c(NC(=O)CN(C)C(=O)c2sccc2C)c1
0.6	1.9	O=C(COC(=O)CSc1ccc(F)cc1)NNC(=O)c1ccc([N+](=O)[O-])cc1
-6.7	6.1	Cc1ccc(OCCC(=O)OC(C)C(=O)Nc2ccc(Cl)cn2)cc1 (stereo not drawn)
-4.2	0.1	O=C(CSc1ccc([N+](=O)[O-])cc1)Nc1ccccc1N1CCOCC1
2.6	-2.0	C[C@H](CO)N1C[C@H](C)[C@@H](CN(C)S(=O)(=O)c2cccs2)Oc2ccc(NC(=O)NC3CCCCC3)cc2C1=O
2.3	-2.2	O=C(COC(=O)/C=C/c1ccc(OC(F)F)cc1)Nc1ccc2[nH]c(=O)[nH]c2c1
-0.9	7.0	COc1ccc([C@@H]2CC=C(C(=O)O)[C@H](c3ccc(C)cc3)N2S(=O)(=O)c2ccccc2C)cc1
1.1	1.8	COCCN(C(=O)c1cc2c(s1)CCCCC2)c1c(N)n(Cc2ccccc2)c(=O)[nH]c1=O
9.9	-6.1	Cc1sc2ncnc(N3CCC(C(=O)N(C)CC(=O)Nc4ccc(Cl)c(C(F)(F)F)c4)CC3)c2c1C
0.5	5.6	C[C@H](NCCc1ccc(O)cc1)[C@H](O)c1ccc(O)cc1
-0.1	2.4	CCOc1ccc(Oc2ccc(S(=O)(=O)N3CCOCC3)cc2NC(=O)CCNC(C)=O)cc1
-1.1	2.2	CCOc1ccc(CCNC(=O)C2CC(=O)N(CCc3ccc(OC)c(OC)c3)C2)cc1OCC (stereo not drawn)
-1.8	-0.7	CC(CC(=O)Nc1cc(S(=O)(=O)N2CCOCC2)ccc1OCC(F)(F)F)c1ccccc1 (stereo not drawn)
-4.8	4.3	CCc1ccc(NC(=O)CSc2nc(=O)n3cc(C)ccc3n2)cc1
6.4	-0.2	CN(C)C(=O)c1ccc(NC(=O)c2ccc(-c3ccc(Cl)cc3)o2)cc1

More results
IDE inh	IDE act	structure
0.1	0.1	C=C(C)CNc1cc(S(=O)(=O)N2CCOCC2)ccc1Oc1ccccc1
3.6	2.3	Cc1cccc(NS(=O)(=O)c2ccc(C(=O)N3CCCC3)cc2)c1C
-0.7	0.9	Cc1cc(NC(=O)CSCC(=O)N(C)Cc2cccc(Cl)c2)no1
7.0	-2.6	Cc1noc(C)c1NC(=O)Nc1cccc2c1O[C@H](CN(C)S(=O)(=O)c1c(C)noc1C)[C@@H](C)CN([C@H](C)CO)C2=O
-0.5	2.4	CN(C(=O)c1ccc(NC(=O)Cc2cccc(NC(=O)C3CCCN(C(=O)C4CC4)C3)c2)cc1)C1CCCC1 (stereo not drawn)
-1.1	0.3	CCn1c(SCC(=O)Nc2oc(C)c3c(C)n[nH]c(=O)c23)nc2sc(C)c(C)c2c1=O
-6.8	-0.2	CC1CCN(C(=O)CSc2nc(=O)n3cc(Cl)ccc3n2)CC1
-6.2	1.4	Cc1ccccc1NC(=O)COc1coc(CN2CCN(Cc3ccccc3)CC2)cc1=O
-1.3	-1.3	COc1ccccc1NCC(=O)NC(=O)NC1CCCCC1
-5.5	-3.9	N/C(=N\NS(=O)(=O)c1ccccc1)c1ccccn1
-1.5	-0.3	Cc1cc(C)c(NC(=O)CNC(=O)c2cc(C3CC3)nn2-c2ccccc2)c(C)c1
4.9	5.2	O=C1NC[C@H](c2ccccc2)OC(=O)[C@@H](Cc2ccc(F)cc2)CC/C=C/C[C@H]1CC(=O)N(CCO)Cc1ccccc1
-2.5	8.8	CCN(C(=O)CN1CCCCC1C)c1c(N)n(Cc2ccccc2)c(=O)[nH]c1=O (stereo not drawn)
-3.2	-0.7	CCOc1ccc2oc(C(=O)N(C)CCc3ccc(OC)c(OC)c3)c(C)c2c1
-1.4	6.0	COc1ccccc1C(C)NC(=O)Cc1ccc(S(=O)(=O)N2CCOCC2)s1 (stereo not drawn)

The list continues:
IDE inh	IDE act	structure
3.2	9.2	Cc1ccc(C)c(OCCC(=O)OCC(=O)NC2CCCC2)c1
-5.4	1.8	O=C(OCC(=O)N1CCCCCC1)c1ccc[nH]c1=O
1.6	-0.4	O=C(NC1CC(=O)N(c2cccc(F)c2)C1)N1CCN(C(=O)c2ccco2)CC1 (stereo not drawn)
-4.0	1.2	Nc1ncnc2c1ncn2C1CCCC1
-1.9	2.1	Cc1cccc(NC(=O)C2CCCN(S(=O)(=O)c3c(C)nn(C)c3C)C2)c1 (stereo not drawn)
0.9	3.2	Cc1c(Cl)cnc(NC(=O)COC(=O)c2ccncc2)c1Cl
-1.0	2.2	O=C(COC(=O)CC1CCCC1)Nc1ccc(Cl)cn1
2.0	1.1	CCC(=O)N(c1nnc(SCC(=O)Nc2ccc(N3CCOCC3)cc2)s1)C1CC1
5.5	1.1	Cc1cccc(C)c1OCC(=O)NCC1COc2ccccc2O1 (stereo not drawn)
-6.3	-2.8	COc1ccc([C@@H]2[C@@H]3C(=O)N(C(C)(C)C)C(=O)[C@@H]3[C@]3(Cc4ccc(Cl)cc4)C(=O)N(c4ccc(OC)cc4)C(=O)N23)cc1
8.4	8.1	CC(OC(=O)CCc1nc2ccccc2c(=O)[nH]1)C(=O)Nc1cccc(C(F)(F)F)c1 (stereo not drawn)
0.3	-0.1	Cc1occc1-c1nnc(SCC(=O)c2c(N)n(C3CC3)c(=O)[nH]c2=O)n1C
-3.9	0.4	CCOc1ccc(S(=O)(=O)N2CCCC(C(=O)NC3CC3)C2)cc1Cl (stereo not drawn)
0.4	3.2	Cc1ccc(C(=O)OCC(=O)NC2CCCC(C)C2C)cc1S(=O)(=O)N1CCCCC1 (stereo not drawn)
6.7	1.1	CC(c1nc2ccccc2c(=O)[nH]1)N1CCCN(S(=O)(=O)c2ccc(F)cc2)CC1 (stereo not drawn)

The list continues:
IDE inh	IDE act	structure
1.7	2.2	O=C1CCCC(=O)C1C(c1ccc(Cl)cc1)C1C(=O)CCCC1=O
6.5	2.0	Cc1ccc(NC(=O)C2CC(=O)N(c3ccc4c(c3)OCCO4)C2)cc1S(=O)(=O)N1CCCCCC1 (stereo not drawn)
2.4	5.3	Oc1cccc(Nc2ccccc2)c1
0.8	4.9	CC1CCN(C(=O)c2nc[nH]c2C(=O)O[C@H](C)c2ccccc2)CC1
13.0	-9.1	Cc1cccc(N2CCN(C(=O)c3ccc(NC(=O)CC4SC(N5CCCC5)=NC4=O)cc3)CC2)c1C (stereo not drawn)
2.4	3.8	CC1Cc2ccccc2N1C(=O)COC(=O)c1ccc(Cl)c(S(=O)(=O)N2CCOCC2)c1 (stereo not drawn)
-0.5	-4.2	COC(=O)[C@@]12CCCN1[C@H](c1ccc(-c3ccc(OC)cc3)cc1)[C@@H]1C(=O)N(C)C(=O)[C@@H]12
3.5	-2.9	CC(=O)c1ccc(-c2ccc(C(=O)N3CCC(C(N)=O)CC3)o2)cc1
-1.5	0.7	N#Cc1ccccc1NC(=O)COC(=O)c1ccc2c(c1)OCO2
1.9	-1.2	COc1ccc(CC(=O)OCc2csc(CC(=O)Nc3ccc(C)cc3)n2)cc1
2.9	-0.5	CC1(C)C(=O)Nc2ccccc2N1C(=O)COC(=O)CNS(=O)(=O)c1ccc(F)c(F)c1F
2.0	0.3	N#Cc1ccc(Nc2nc(-c3ccc(O)cc3O)cs2)cc1C(F)(F)F
-1.4	-0.3	COc1ccc(-c2csc3ncnc(N4CCN(S(=O)(=O)c5cccc(C(F)(F)F)c5)CC4)c23)cc1
-1.9	2.7	Cc1ccccc1C(=O)N1CCC(C(=O)Nc2sccc2C(N)=O)CC1
6.1	-6.5	O=C(NCC1CCCN1S(=O)(=O)c1ccccc1)c1cccc(Cl)c1 (stereo not drawn)

Structures shown so far with a nitro group on carbon (three):
IDE inh	IDE act	structure
-4.1	4.5	CCCC(=O)N1CCN(c2ccc(NC(=O)c3ccc(N4CCCC4)c([N+](=O)[O-])c3)cc2Cl)CC1
0.6	1.9	O=C(COC(=O)CSc1ccc(F)cc1)NNC(=O)c1ccc([N+](=O)[O-])cc1
-4.2	0.1	O=C(CSc1ccc([N+](=O)[O-])cc1)Nc1ccccc1N1CCOCC1

The list goes on:
IDE inh	IDE act	structure
-0.6	-2.7	O=C(C[C@@H]1C/C=C\C[C@@H](Cc2ccc(F)cc2)C(=O)OCCNC1=O)N[C@H](CO)Cc1ccccc1
-15.5	3.8	CSc1ccc(COC(=O)c2cc([N+](=O)[O-])ccc2N2CCOCC2)cc1
-0.4	9.8	O=C(COC(=O)CCC(=O)c1ccc(F)cc1)Nc1ccc2[nH]c(=O)[nH]c2c1
1.9	10.1	CCc1noc(C)c1C(=O)N1CCCSC1=Nc1ccccc1
-3.2	0.2	Cc1ccc(S(=O)(=O)N2CCN(C(=O)CCC(=O)Nc3ccc(F)cc3F)CC2)cc1
0.7	2.5	COc1ccccc1C(CNC(=O)CN(C)S(=O)(=O)c1ccc(C)cc1)N1CCCC1 (stereo not drawn)
2.5	2.3	Cc1ccc(NC(=O)CN(C)C(=O)COC(=O)c2ccc(Cl)cc2O)cc1
5.8	3.3	COc1ccccc1N1CC(C(=O)Nc2ccc(S(=O)(=O)N3CCCC3)cc2)CC1=O (stereo not drawn)
8.7	1.3	O=C(CN1CCSC1=O)N1CCN(S(=O)(=O)c2ccccc2)CC1
-1.4	-5.6	CCN1C(=O)[C@H]2[C@@H](c3ccc(-c4cccc(Cl)c4)c(OC)c3)N[C@@](Cc3ccccc3)(C(=O)OC)[C@H]2C1=O
-1.1	1.5	C=CC(=O)Nc1cccc(Oc2cc(Cl)nc3[nH]ccc23)c1
-1.8	0.7	O=C(C[C@H]1C/C=C\C[C@H](Cc2ccc(F)cc2)C(=O)O[C@@H](c2ccccc2)CNC1=O)N[C@H](CO)Cc1ccccc1
3.7	3.8	Cc1cnc(C(=O)OCC(=O)c2ccc(C3CCCCC3)cc2)cn1
0.5	7.1	CCOc1ccc(S(=O)(=O)N2CN(c3cccc(C(C)=O)c3)c3nc4ccccc4nc32)cc1
-0.9	6.2	CCCCn1c(SCC(=O)N2CCCC2=O)nc2cc(S(N)(=O)=O)ccc21

Other results:
IDE inh	IDE act	structure
3.6	0.4	CCOC(=O)c1c(NC(=O)COC(=O)Cc2n[nH]c(=O)c3ccccc23)sc(C(=O)NC)c1C
2.5	3.1	O=C1c2ccc(Cl)cc2S(=O)(=O)c2cccc(C(=O)N3CCN(c4ccc(Cl)cn4)CC3)c21
3.9	-4.7	COc1cc(C(=O)OCC(=O)Nc2ccc(S(=O)(=O)NC3=NCCCCC3)cc2)cc(OC)c1OC
-7.0	5.1	CN(Cc1ccc(CNC[C@H]2O[C@@H](n3cnc4c(N)ncnc43)[C@H](O)[C@@H]2O)o1)S(C)(=O)=O
-9.1	0.4	CC(C)(C)c1ccccc1NC(=O)C1=COCCO1
7.2	-7.2	C=CCn1c(SCC(=O)N2CCOCC2)nc2sc(CC)cc2c1=O
-2.0	-8.4	C[C@H](CO)N1C[C@H](C)[C@@H](CN(C)S(=O)(=O)c2cccs2)Oc2ccc(NS(=O)(=O)c3ccccc3)cc2C1=O
-2.1	2.5	C=CCN(CC=C)C(=O)COn1nnc2ccc(S(=O)(=O)N3CCOCC3)cc21
